PTAP TSG101 blk: blocks PTAP/TSG101 interaction to inhibit HIV-1 budding; 340,000 tested, under 10 active; Potency, µM (top dose mostly 115 µM), for the others: at the top dose activity change, negative = inhibition, most hits filed as inhibitors; Fluorescence polarization, FITC-PTAP peptide / Tsg101 binding; AID 493005; Q99816; active = well fitted inhibition curve with a large enough effect in the main read-out, with a control signal flat, not every such curve was filed as active; inconclusive = small, poorly fitted or top-dose-only effect, or effect the other way, or a change in a side signal; inactive = no such curve, though single readings can be large or run the other way; note: potency is the fitted concentration of half-maximal effect; % of control where 0% means no effect
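Compounds were pin-transferred onto Tsg101 binding domain (10 uM final) in HEPES pH 7.5 buffer, then FITC-PTAP peptide was added at 50 nM final. After 20 min at RT, polarization reported peptide displacement across a qHTS concentration series.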
Tb PFK inh: T. brucei PFK enzyme inhibition | O15648 | actives 0.17% (n = 330,000) | T. brucei PFK, ADP-Glo luminescence | Potency, µM (series often up to 57.5 µM), for inactives: top-dose activity, negative = inhibition, usual class: inhibitors;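 note: potency is the fitted concentration of half-maximal effect; 0% = uninhibited 1x PFK enzyme wells and -100% = no-enzyme wells; nearly all actives have a fitted effect of over 60% in size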
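Activity is normalized to no-enzyme wells (full inhibition) and 1.25 nM enzyme wells (no inhibition). Reaction: 0.5 mM F6P, 0.1 mM ATP, 45 min RT, ADP-Glo luminescence; concentration-response curves fitted and classed by quality.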
TCR activator: T cell receptor activation; primary human leukocytes, anti-CD3, IL-2 HTRF, 48 h; Potency, µM (series often up to 9.22 µM), for the others: at the top dose activation of IL-2 secretion, most hits filed as activators; 330,000 tested, under 10 active; note: % of control where 0% means no effect
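Using a-CD3 beads without co-stimulation, primary human leukocytes were exposed to compounds for 48 hr. An HTRF IL-2 kit measured the cytokine, with europium-to-d2 energy transfer producing emission at 665nm upon 320nm excitation.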
Chronic BCR inh: blocks chronic active B-cell receptor signaling | ABC-DLBCL IkBa-CBG/CBR reporter, luminescence ratio, 4 h | Potency, µM (titrated, usually from 46.1 µM), without a hit: at the top dose ratio change, negative = lower green/red ratio, most hits filed as inhibitors | actives 0.05% (n = 340,000) | AID 493014; active = well fitted inhibition curve with a large enough effect in the signal ratio, with a control signal flat, not every such curve was filed as active; inconclusive = small, poorly fitted or top-dose-only effect, or effect the other way, or a change in a side signal; the % refers to the signal ratio;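 note: potency is the fitted concentration of half-maximal effect; plate controls were basal doxycycline-induced cells for no effect and cells given 10 µM MG132 for full effect; MG132 reads +100%, hits lower the ratio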
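Concentration-response series (up to 46 uM) were applied to TMD8 dual-reporter cells for 4 h at 37C with doxycycline. Green/red ratio, after filter-overlap correction, defined %Activity; red signal alone was normalised to basal cells and zero luminescence.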
uPA surface inh: blocks generation of uPA at the cell surface; cell surface uPA generation assay, qHTS; Potency, µM (highest dose often 38.3 µM), for inactives: at the top dose activity change, negative = inhibition, hits mostly inhibitors; actives 0.31% (n = 330,000); active = well fitted inhibition curve with a large enough effect; inconclusive = small, poorly fitted or top-dose-only effect; inactive = no such curve, though single readings can be large or run the other way; tested in mouse RAW 264.7 cells; note: potency is the fitted concentration of half-maximal effect; % is set by controls: 0 for no effect and ±100 for the full control effect; nearly all actives have a fitted effect of over 55% in size
B2AR arrestin: recruits beta-arrestin to the human beta2-adrenergic receptor; P07550; beta-arrestin recruitment to beta2AR, cell-based reporter; Potency, µM (titrated, usually from 46.1 µM), without a hit: top-dose activation, most hits filed as activators; actives 0.02% (n = 330,000);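 note: potency is the fitted concentration of half-maximal effect; 0% = DMSO controls and full agonism = EC100 isoproterenol or metaproterenol; nearly all actives have a fitted effect of over 65% in size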
Target sequence (P07550 whole entry, looked up): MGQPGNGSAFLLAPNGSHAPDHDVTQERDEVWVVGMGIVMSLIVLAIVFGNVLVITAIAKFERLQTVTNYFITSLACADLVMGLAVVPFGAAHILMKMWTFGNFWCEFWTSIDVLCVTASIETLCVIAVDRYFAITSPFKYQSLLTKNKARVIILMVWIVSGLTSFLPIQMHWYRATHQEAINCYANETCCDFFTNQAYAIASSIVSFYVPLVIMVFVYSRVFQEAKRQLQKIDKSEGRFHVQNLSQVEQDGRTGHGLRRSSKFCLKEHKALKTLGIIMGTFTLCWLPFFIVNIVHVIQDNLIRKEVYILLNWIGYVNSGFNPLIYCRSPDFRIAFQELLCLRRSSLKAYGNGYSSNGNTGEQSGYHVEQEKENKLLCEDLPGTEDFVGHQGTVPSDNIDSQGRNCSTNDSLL
Eya2 phos inh: inhibitors of human Eya2 phosphatase activity. O00167. actives 0.006% (n = 330,000). AID 488837. recombinant Eya2, OMFP fluorescence dephosphorylation (OMFP is methylfluorescein phosphate). Potency, µM (top dose mostly 76.9 µM), without a hit: at the highest dose activity, negative = inhibition, actives largely listed as inhibitors; note: potency is the fitted concentration of half-maximal effect; % is set by controls: 0 for no effect and ±100 for the full control effect
Target sequence (O00167 whole entry, looked up): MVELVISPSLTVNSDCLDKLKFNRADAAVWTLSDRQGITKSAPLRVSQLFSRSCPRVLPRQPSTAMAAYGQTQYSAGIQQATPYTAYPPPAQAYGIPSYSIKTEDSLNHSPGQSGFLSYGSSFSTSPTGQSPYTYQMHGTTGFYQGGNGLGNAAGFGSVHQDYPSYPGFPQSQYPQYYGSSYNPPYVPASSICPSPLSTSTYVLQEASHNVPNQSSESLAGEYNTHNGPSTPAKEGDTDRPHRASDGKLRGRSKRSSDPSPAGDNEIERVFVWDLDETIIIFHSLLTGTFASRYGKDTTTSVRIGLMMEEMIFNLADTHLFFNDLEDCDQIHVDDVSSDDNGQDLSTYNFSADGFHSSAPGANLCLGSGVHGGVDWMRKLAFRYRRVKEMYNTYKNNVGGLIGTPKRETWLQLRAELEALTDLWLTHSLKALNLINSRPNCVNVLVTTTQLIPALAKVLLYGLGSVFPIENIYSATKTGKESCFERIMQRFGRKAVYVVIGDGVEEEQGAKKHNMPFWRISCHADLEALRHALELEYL
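Eya2 (0.2 uM) preincubated 10 min at ambient with compound, then OMFP substrate added at 50 uM; 10 min reaction in 50 mM HEPES pH 7.5, 50 mM NaCl, 5 uM MgCl2, 0.05% BSA, 1 mM DTT. Fluorescence read at Ex 485/Em 525 nm.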
TSHR antagonist: antagonists of human thyroid stimulating hormone receptor | P16473 | TSHR-expressing cells, TSH-stimulated cAMP HTRF, 2 h; stronger effect = lower value | activity change, negative = inhibition, % at 11.5 µM | actives 0.2% (n = 330,000) | AID 504810;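 active = activity change below a set negative limit, meaning inhibition stronger than a set level, cut at about -70% in these data; inconclusive = activity change between two set negative limits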; note: % is set by controls: 0 for no effect and ±100 for the full control effect
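Read-out is FRET at 665 nm (cryptate excitation 337 nm) from a cryptate-tagged anti-cAMP antibody, competed by cell cAMP against cAMP-d2. Compounds are tested on freshly harvested TSHR cells challenged with 4nM TSH (EC80) for 2 hours at 37 deg C.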
ELG1 DNA repair: ELG1-dependent DNA repair inhibition; HEK293T ELG1-luciferase reporter, luminescence, 16 h; DNA damage induced by 5-fluorouridine; Potency, µM (titrated, usually from 46.1 µM), for the others: at the highest dose activity change, negative = inhibition, usual class: inhibitors; actives 2.3% (n = 330,000); AID 504467; note: potency is the fitted concentration of half-maximal effect; % is set by controls: 0 for no effect and ±100 for the full control effect; nearly all actives have a fitted effect of over 55% in size
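DMSO vehicle served as the neutral condition. Each well held 2,000 cells given 5-fluorouridine plus compound; after 16 hr at 37 °C/5% CO2, ONE-Glo was added and luciferase measured 30 min later.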
Mito fusion act: inhibitors of mitochondrial division or activators of mitochondrial fusion. S. cerevisiae fusion-defective mutant growth rescue, CellTiterGlo 48 h. Potency, µM (titrated, usually from 46.1 µM), without a hit: at the highest dose growth rescue (activation), hits mostly activators. actives 0.23% (n = 320,000). AID 485298;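 note: potency is the fitted concentration of half-maximal effect; % of control where 0% means no effect; nearly all actives have a fitted effect of over 45% in size; temperature-sensitive fusion mutants such as fzo1-1 at 37 °C on non-fermentable ethanol glycerol medium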
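Luminescent cell viability in 1536-well qHTS format served as the measure of rescued growth in ts fusion-mutant S. cerevisiae cultured on non-fermentable YPEG for 48 hours at 37C.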
USP2a inh: inhibitors of human ubiquitin-specific protease USP2a. AID 463254. O75604. Potency, µM (doses to about 38.3 µM), for the others: at the top dose activity change, negative = inhibition, actives largely listed as inhibitors. actives 0.01% (n = 330,000). USP2 core, Ub-CHOP2 coupled fluorogenic reporter, 485/531;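 note: potency is the fitted concentration of half-maximal effect; plate controls were DMSO wells for no effect and full inhibition by NEM control for full effect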
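USP2 core (10nM final) preincubated 30min RT with compound in 20mM Tris-HCl pH 8.0, 2mM CaCl2, 2mM beta-mercaptoethanol, 0.05% CHAPS; 25nM Ub-CHOP2 plus 25nM reporter substrate added, fluorescence (Ex485/Em531) read after 60min.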
Numbers without * were called inactive; ? = inconclusive; / = no result given; [ ] = dose if it differs, or a comment. Unless noted, calls come from the whole dose curve; as a rule, active = well fitted curve in the direction sought with a large enough effect; inconclusive = small, poorly fitted or top-dose-only effect, or another doubt; inactive = no such curve, though single readings can be large; an effect the other way counts as inactive or inconclusive.

item | SMILES | PTAP TSG101 blk | Tb PFK inh | TCR activator | Chronic BCR inh | uPA surface inh | B2AR arrestin | Eya2 phos inh | TSHR antagonist | ELG1 DNA repair | Mito fusion act | USP2a inh
1 | COc1ccc(C(=O)OCC(=O)N2CCc3ccccc32)cc1S(=O)(=O)N1CCOCC1 | 0% | 16% | -2% | -11% | -5% | -0.1% | 5% | -19 | 2% | / | 0%
2 | CCc1ccccc1NC(=O)C1(S(=O)(=O)c2ccc(C)cc2)CC1 | -1% | 1% | -23% | 1% | 0% | -0.3% | 7% | -4 | -10% | 2% | 1%
3 | Cc1cnc(C(=O)OCc2nc3ccccc3o2)cn1 | -5% | 7% | -9% | -2% | 1% | 0.5% | -1% | -3 | -4% | / | 0%
4 | COc1ccc(OCC(O)CNCCNc2nccc(C(F)(F)F)n2)cc1 (configuration not stated) | 0% | -2% | 0% | -12% | 4% | -0.1% | -22% | 5 | -14% | -5% | -7%
5 | CC1(C)C2CCC13CS(=O)(=O)NC3C2 (configuration not stated) | -2% | 0% | 2%[46.1 µM] | 0% | 3% | -0.4% | -13% | -1 | -1% | -2% | -1%
6 | Cc1cc([N+](=O)[O-])ccc1NCc1ccccc1[N+](=O)[O-] | -3% | -9% | -1% | -7% | -2% | -0.8% | 7% | -11 | 14% | -2% | 0%
7 | CCCNCc1cc(OC)c(OCC(=O)Nc2ccccc2)cc1Br | 2% | 0% | 10% | 1% | -2% | -1.0% | -5% | 5 | 24% | -1% | -1%
8 | CCN(CC)c1ccc(S(=O)(=O)N2CCOCC2)cc1NC(=O)CSC(=S)N1CCCC1 | 0% | -29% | -4% | 0% | 8% | -0.5% | 6% | -9 | ? | -1% | 3%
9 | O=C(Nc1ccccc1N1CCOCC1)c1ccc(Cl)nc1 | -1% | -1% | 0% | 1% | 2% | 0.0% | -13% | 0 | 12% | -1% | -2%
10 | Cc1cc(C)c(C(=O)NC2CC(C)(C)Cc3c2cnn3-c2ccccc2)o1 (configuration not stated) | 2% | 0% | -1% | 8% | 6% | -1.1% | -17% | -11 | 0% | -1% | -2%
11 | O=C(N/C(=C/C=C/c1ccccc1)C(=O)N1CCCCC1)c1ccc([N+](=O)[O-])cc1 | -2% | -1% | -5% | 9% | 2% | 0.1% | -1% | 1 | 23µM* | 1% | 4%
12 | O=C(CSc1nnc(C2CCCCC2)o1)Nc1ccccc1Cl | -4% | 3% | -4% | ? | 6% | -0.3% | 0% | -4 | ? | 1% | -1%
13 | CC(=O)c1c(C)[nH]c(C(=O)OCC(=O)Nc2ccc(C)cc2[N+](=O)[O-])c1C | -2% | -2% | -3%[46.1 µM] | 0% | ? | 1.7% | 3% | -25 | ? | -6% | 1%
14 | CC(=O)c1cccc(NC(=O)c2cc(-c3cccs3)on2)c1 | 1% | -2% | 2% | -9% | 2% | -0.3% | 5% | 7 | ? | 3% | 1%
15 | O=c1c2ccccc2c(-c2ccccc2)nn1-c1ccccn1 | 0% | -3% | 1% | -8% | 0% | 0.0% | -4% | -2 | 11% | 3% | 2%
16 | Cc1ccc(OCCNS(=O)(=O)c2ccc(N3CCCC3=O)cc2)cc1C | 2% | -8% | -5% | ? | -27% | -0.6% | 5% | -7 | ? | 0% | -1%
17 | O=C(CCn1cnnn1)Nc1cccc(F)c1 | 0% | -7% | / | 0% | -1% | 0.0% | -26% | 10 | 10% | 10% | 3%
18 | Cc1ccc(N2CCN(C(=O)c3cccc([N+](=O)[O-])c3)CC2)cc1Cl | -5% | -9% | -7% | ? | -3% | -0.2% | 1% | -4 | ? | 4% | 1%
19 | CC(C)C(=O)Nc1cccc(C(=O)Nc2cc([N+](=O)[O-])ccc2F)c1 | -8% | -3% | 0% | 2% | -7% | -0.2% | -2% | -4 | -12% | 1% | -1%
20 | COCCCNC(=O)Cc1c(C)c2cc3c(cc2oc1=O)OC(C)(C)CC3 | -2% | -2% | 0% | ? | ? | -0.5% | -3% | 3 | -9% | -14% | 1%
21 | O=C(NCc1n[nH]c(=S)n1Cc1ccccc1)c1ccccc1 | -10% | 4% | -9% | 1% | 2% | -0.2% | 3% | 24 | -7% | 0% | 1%
22 | CSCCC(NC(N)=O)C(=O)Nc1cccc(S(=O)(=O)N2CCOCC2)c1 (configuration not stated) | 0% | -7% | -14% | ? | 2% | 0.0% | -4% | 3 | 0% | -1% | 5%
23 | COC(=O)c1nn(-c2ccccc2)c2nnc(Cc3ccc(C)cc3)c(=O)n12 | 2% | 0% | 0%[46.1 µM] | 5% | -5% | 0.4% | -3% | 1 | -6% | -1% | 4%
24 | CCc1ccc(C2CC(c3ccc(Cl)cc3)n3nc(N)nc3N2)cc1 (configuration not stated) | -11% | -4% | -1% | 2% | 9% | -1.1% | -9% | 4 | 14% | 7% | 2%
25 | Nc1n[nH]c2c1C1(CCCCC1)Cc1ccccc1-2 | -2% | 1% | 2% | ? | 2% | -0.5% | -4% | 9 | 0% | 18% | -12%
26 | COc1ccc(C(=O)COC(=O)CNS(=O)(=O)c2ccc(C)cc2)cc1 | -2% | 3% | -2%[46.1 µM] | -10% | 0% | -0.4% | 10% | -2 | 21% | -1% | 2%
27 | O=C(CCN1C(=O)COc2ccccc21)NCCN1CCN(c2cccc(Cl)c2)CC1 | -11% | -10% | 0% | 5% | -10% | -0.2% | 6% | -4 | ? | -6% | 2%
28 | NS(=O)(=O)c1ccc(CCNC(=O)C2CCN(S(=O)(=O)c3cnc[nH]3)CC2)cc1 | -6% | -13% | -2% | -4% | 9% | -0.4% | 10% | 1 | ? | -2% | 1%
29 | CCCCCCCCC[n+]1cccc2c3ccccc3ccc21 | 2% | -1% | -2% | ? | -21% | 0.5% | -14% | -27 | ? | -25% | 0%
30 | CCN1C(N(C)CCc2c[nH]c3ccccc23)=N[C@@H](c2cccc(C(F)(F)F)c2)C(C(=O)OC)=C1C | -6% | 12% | -2% | ? | -24% | 0.1% | -22% | -6 | 26% | / | 3%
31 | Cc1ccc(C(=O)COC(=O)C(C)N2C(=O)C3C4CCC(C4)C3C2=O)cc1C (configuration not stated) | / | -23% | 2% | 0% | -7% | 0.2% | 16% | -14 | -18% | -2% | 2%
32 | COc1ccc(OC)c(/C=C/C(=O)Nc2cccc(S(=O)(=O)NC3=NCCCCC3)c2)c1 | -1% | -3% | 5% | -8% | 5% | -1.0% | -3% | -14 | ? | -3% | -1%
33 | Cc1oc(/N=C/c2ccc(Cl)cc2)c(C#N)c1C | -7% | -4% | 1% | 7% | / | 0.9% | 13%[15.4 µM] | -8 | 0% | 2% | 2%
34 | CCN(c1ccccc1)S(=O)(=O)c1ccc(Oc2ccc([N+](=O)[O-])cc2)nc1 | 0% | 6% | 2% | 6% | 1% | -0.1% | 3% | 2 | -17% | 7% | -3%
35 | O=C(CSc1n[nH]c(-c2ccccn2)n1)Nc1cccc(Cl)c1 | -1% | 1% | 1% | -1% | -15% | ? | -10% | -12 | 26µM* | -10% | 4%
36 | CN1CCN(C(=O)CSc2ccc(C(F)(F)F)cc2[N+](=O)[O-])CC1 | -6% | 3% | 8%[46.1 µM] | 4% | 10% | -0.7% | 6% | 6 | 8% | -2% | 3%
37 | Cc1ccc(CNC(=O)[C@H](C)[C@H]2C[C@]2(C)[C@H](NC(=O)OCc2ccccc2)c2ccccc2)o1 | -2% | -8% | 4% | ? | -12% | 3.7% | -12% | -3 | ? | 13% | -4%
38 | C/C=C(\C)C(=O)NCCN1C2=NC[C@@H](Cc3ccccc3)N2C[C@H]1Cc1ccc(O)cc1 | -4% | 1% | 7% | 9% | 3% | 7.2% | 8% | 0 | ? | -2% | 9%
39 | C/C(=N\NC(=O)c1cccnc1)c1ccccc1 | 0% | 1% | / | 0% | 0% | -0.1% | 5% | 25 | ? | 3% | 1%
40 | CCC(=O)c1ccc(OCC(=O)Nc2ccc(N3CCOCC3)cc2N2CCOCC2)cc1 | -2% | -2% | -3% | -1% | 1% | 0.3% | -1% | 12 | ? | -1% | 0%
41 | O=S1(=O)N=C2CCCCCN2C(c2ccc(Br)cc2)N1 (configuration not stated) | 0% | 2% | 6% | 1% | 3% | -0.1% | -2% | 1 | 4% | 6% | 1%

Screening data deposited in PubChem by National Center for Advancing Translational Sciences (NCATS).
